USP1-UAF1 inh – inhibitors of human USP1/UAF1 deubiquitinase; recombinant USP1/UAF1, Ub-Rhodamine cleavage fluorescence; Potency, µM (highest dose often 57.1 µM), for inactives: at the top dose activity change, negative = inhibition, usual class: inhibitors; 390,000 compounds, 0.23% hits; AID 743255; further: potency means the concentration at half of the fitted maximal effect; on the % scale 0 is the no-effect control and ±100 the full control effect; nearly all actives have a fitted effect of over 60% in size; inactives centre near -12
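High-throughput fluorogenic screen: 1nM USP1/UAF1 complex, Ub-Rho substrate 150nM final, 50mM HEPES pH 7.8 with 0.5mM EDTA, 0.1 mg/ml BSA, 1mM TCEP and 0.01% Tween-20.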
PI4K2A inh – inhibitors of human PI4K2A | activity change, negative = inhibition, % at 76.9 µM | 420,000 compounds, 0.13% hits | AID 1346378 | purified PI4K2A, ADP-Glo luminescence, 1 h; hits give low values | Q9BTU6; in the data active means activity change below about -50%; inconclusive means mostly about -30% to -49%;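 further: -100% = wells without enzyme as full effect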
Target sequence (Q9BTU6 whole entry, looked up): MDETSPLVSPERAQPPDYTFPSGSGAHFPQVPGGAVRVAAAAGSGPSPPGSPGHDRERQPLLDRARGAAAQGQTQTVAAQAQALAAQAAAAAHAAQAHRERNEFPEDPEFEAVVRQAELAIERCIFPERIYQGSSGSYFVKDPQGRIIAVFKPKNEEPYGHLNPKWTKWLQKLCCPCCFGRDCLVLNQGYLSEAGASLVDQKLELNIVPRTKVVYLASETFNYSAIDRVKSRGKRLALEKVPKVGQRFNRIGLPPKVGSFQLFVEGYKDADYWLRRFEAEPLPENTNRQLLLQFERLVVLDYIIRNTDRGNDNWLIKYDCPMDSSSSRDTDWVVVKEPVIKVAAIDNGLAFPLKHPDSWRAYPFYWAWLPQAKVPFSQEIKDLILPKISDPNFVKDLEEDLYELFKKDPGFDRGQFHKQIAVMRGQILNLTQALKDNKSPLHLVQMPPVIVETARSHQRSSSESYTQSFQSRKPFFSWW
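Compounds are screened against recombinant PI4K2A using PI as substrate and ATP, the latter dispensed at 300 microM. Reactions run one hour at ambient temperature before ADP-Glo detection; full inhibition defined by wells lacking enzyme.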
IDH1 R132H inh – blocks human mutant IDH1 R132H enzyme. O75874. IDH1-R132H enzyme, NADPH consumption, diaphorase/resazurin fluorescence. Potency, µM (doses to about 76.6 µM), for the others: top-dose activity change, negative = inhibition, usual class: inhibitors. 390,000 compounds, 0.093% hits; further: potency means the concentration at half of the fitted maximal effect; on the % scale 0 is the no-effect control and ±100 the full control effect; nearly all actives have a fitted effect of over 65% in size
Target sequence (O75874 whole entry R132H, stated change not applied): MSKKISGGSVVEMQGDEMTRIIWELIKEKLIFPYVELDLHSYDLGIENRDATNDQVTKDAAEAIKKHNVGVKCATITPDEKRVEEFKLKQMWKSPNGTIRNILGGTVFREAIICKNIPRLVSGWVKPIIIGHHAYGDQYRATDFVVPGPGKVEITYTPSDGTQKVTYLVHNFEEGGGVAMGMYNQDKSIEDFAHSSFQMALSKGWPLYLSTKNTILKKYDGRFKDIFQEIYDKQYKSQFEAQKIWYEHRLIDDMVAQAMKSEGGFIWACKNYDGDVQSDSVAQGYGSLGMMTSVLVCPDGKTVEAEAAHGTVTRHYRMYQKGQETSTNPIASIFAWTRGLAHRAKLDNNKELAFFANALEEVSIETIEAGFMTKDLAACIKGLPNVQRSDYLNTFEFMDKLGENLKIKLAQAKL
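IDH1-R132H (0.5 ug/mL dispensed) in pH 7.5 Tris buffer was preincubated 30 min with compound, then given a substrate mix of 0.016 mM NADPH and 2 mM alpha-KG for 80 min at room temperature; remaining NADPH was read by diaphorase/resazurin fluorescence.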
TRHR enhancer – allosteric enhancers of human TRH receptor; AID 493056; TRHR cells, fluo-8 calcium fluorescence, EC20 TRH enhancement; 360,000 compounds, 0.66% hits; enhancement, % at 2 µM; in the data active means enhancement above about 30%; further: 0% is about no effect
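TRHR-expressing cells loaded with fluo-8 calcium dye were read kinetically (ex 480/em 530) during compound addition, then stimulated with an EC20 of TRH (10 nM final). Enhancement of the Gq-mediated intracellular calcium response was scored.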
D2 agonist – D2 dopamine receptor (human) agonism; P14416; HEK293 T-REx D2 cells, calcium flux agonist mode; activation, % at 2 µM; 340,000 compounds, 0.53% hits; AID 485358;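 active means activation over 3 SD above normal in the single-dose calcium agonist read, cut at about 30% in these data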; further: 0% is about no effect
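HEK293 Trex D2 cells, tetracycline-induced, o/n 30 C 5% CO2; no-wash Ca dye, RT 30–90 min; 10-cycle baseline, 23 nl cpd added, kinetic Ca read 180 s; agonist hits = positive Ca response.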
TRHR ag – activates the human TRH receptor | TRHR cells, calcium flux fluo-8, FDSS agonist mode | activation, % at 2 µM | 360,000 compounds, 0.18% hits; in the data active means activation above about 30%; further: 0% is about no effect
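TRHR-expressing cells, plated overnight in medium with 10% serum, were loaded with fluo-8 calcium dye at room temperature. After a 10 s baseline, library compound was pin-added and calcium release was recorded kinetically (ex 480/em 530) as agonist response.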
D2 antagonist – antagonists of human D2 dopamine receptor | P14416 | HEK293 TREx D2 cells, calcium flux, dopamine EC80 | inhibition, % at 10 µM | 340,000 compounds, 2% hits | AID 485344; in the data active means inhibition above about 30%; further: 0% is about no effect
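Tetracycline-induced HEK293 TREx cells expressing D2 receptor forced-coupled to calcium signalling, loaded with no-wash calcium dye. Compounds added and calcium flux read 180 s, then dopamine added at EC80 and read a further 180 s.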
TrxR1 substrate – is turned over as a substrate by rat TrxR1. O89049. purified TrxR1 substrate turnover, NADPH consumption readout. Potency, µM (top dose mostly 114 µM), without a hit: top-dose activity change, negative = substrate turnover. 390,000 compounds, 0.01% hits. AID 588456; further: potency means the concentration at half of the fitted maximal effect; on the % scale 0 is the no-effect control and ±100 the full control effect; nearly all actives have a fitted effect of over 50% in size
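Rat TrxR1, dispensed at 90 nM, was prereduced with 400 uM NADPH (final) for 5 min at ~22 deg C, then incubated with compound 15 min before 400 uM selenite. A first-read NADPH fluorescence drop versus no-compound background flagged substrates.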
TrxR1 inh – blocks rat thioredoxin reductase 1 | O89049 | recombinant rTrxR1, NADPH fluorescence consumption, selenite substrate | Potency, µM (top dose mostly 114 µM), inactives show at the highest dose activity change, negative = inhibition, hits mostly inhibitors | 390,000 compounds, 1% hits | AID 588453; further: potency means the concentration at half of the fitted maximal effect; on the % scale 0 is the no-effect control and ±100 the full control effect; nearly all actives have a fitted effect of over 65% in size
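Rat TrxR1 (90 nM in the dispensed reagent) was pre-reduced with 400 uM NADPH for 5 min at room temperature, then incubated with compound for 15 min. After 400 uM selenite was added, NADPH fluorescence (Ex 340/Em 450 nm) was followed for 8 min.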
An asterisk follows results filed as active; ? = inconclusive; . = not tested or not shown; & = joins results of further samples; [ ] = another dose, or the depositor's remark. Unless noted, the call rests on the fitted dose curve; in most records, active means well fitted inhibition curve with a large enough effect; inconclusive means small, poorly fitted or top-dose-only effect; inactive means no such curve, though single readings can be large or run the other way.

SMILES | USP1-UAF1 inh | PI4K2A inh | IDH1 R132H inh | TRHR enhancer | D2 agonist | TRHR ag | D2 antagonist | TrxR1 substrate | TrxR1 inh
COC(=O)[C@@H](NC(=O)Nc1ccc2c(c1)OCCO2)C(C)C | -19.5% | -10.4 | 1.0% | -1.5 | 0.4 | 0.4 | 5.4 | 0.6% | -7.9%
CCC(C(=O)O)n1nnc(-c2ccc(-c3ccc(OC)cc3)cc2)n1 (configuration not stated) | 17.0% | 0.5 | -1.7% | 2.1 | 0.7 | 0.3 | -7.2 | 11.2% | 4.1%
C=CCC1NS(=O)(=O)OC2CCCC12 (configuration not stated) | -22.4% | 0.0 | 6.9% | 36.6* | 0.1 | 0.2 | -23.8 | 9.4% | 28.3%
CCOc1ccc(CC2CCC(=O)NC2=O)cc1 (configuration not stated) | -11.1% | 6.7 | -5.2% | -6.1 | 0.8 | -0.5 | 8.6 | -2.2% | 28.3%
COc1ccc2c(Sc3ccc(C)cc3)c(C(=O)NC(C)c3ccccc3)[nH]c2c1 (configuration not stated) | -14.5% | 0.3 | -3.3% | 2.5 | 0.0 | 0.1 | . | 0.0% | 8.1%
CCCN(C(=O)CCl)C1=CCCCC1 | -5.2% | 1.1 | 5.8% | 0.7 | -0.3 | 0.1 | 12.9 | 3.0%[57.1 µM] | ?
CN(C(=O)c1ccc(NC(=O)Cc2cccc(NC(=O)C3CCCN(C(=O)C4CCCC4)C3)c2)cc1)C1CC1 (configuration not stated) | -3.4% | 4.2 | -2.0% | . | . | . | . | -10.0% | -0.5%
Clc1cccc(-n2ncc3c(N4CCCCC4)ncnc32)c1 | -27.7% | -23.1 | 18.5% | -3.0 | 0.4 | -0.4 | . | -7.8%[57.1 µM] | -7.0%[57.1 µM]
COc1cccc(NC(=O)Cn2c(=O)cc(C)c3c(C)nn(-c4cccc(F)c4)c32)c1 | 0.8% | -6.0 | -9.2% | -1.8 | 1.1 | 0.2 | . | 2.0%[57.1 µM] | 8.3%[57.1 µM]
CCC(CC)C(=O)c1c[nH]c(C(=O)NCCCn2ccnc2)c1 | -9.1% | 0.4 | 3.0% | -6.1 | 0.1 | 0.1 | 0.1 | 4.7%[57.1 µM] | -14.2%
COc1ccc(-c2nsc(SCC(=O)NCc3ccc4c(c3)OCO4)n2)cc1 | -16.4% | -7.3 | 7.8% | -5.4 | -1.4 | -1.4 | 7.5 | -8.5% | -21.1%
O=C(CSc1nnc(Cc2csc(Nc3cccc(Cl)c3)n2)o1)N1CCc2ccccc21 | -25.3% | -11.7 | 3.2% | 1.0 | . | 0.1 | . | -4.1%&-2.9% | 1.8%&0.9%
CCN=C1S/C(=C/c2ccc(-c3ccc(F)cc3)o2)C(=O)N1CC | -21.6% | 2.5 | 3.3% | -2.1 | -0.2 | 0.6 | 0.4 | 9.7%[57.1 µM] | 13.2%[57.1 µM]
O=C(O)C1CCCCC1C(=O)NCc1ccc2c(c1)OCO2 (configuration not stated) | -10.1% | -2.8 | 0.0% | 12.1 | 0.0 | 0.8 | 0.6 | -0.2%[57.1 µM] | 6.0%[57.1 µM]
Cc1ccc(NS(=O)(=O)c2c(C)nc3sc(C)c(C)n3c2=O)cc1F | ? | -1.5 | -17.5% | 1.7 | 1.6 | 0.5 | . | -5.7% | 0.1%
COc1ccc(NC(=O)C(C)(C)Oc2ccc(Cl)cc2)cn1 | -20.9% | -2.5 | 7.8% | -3.2 | -0.9 | -0.8 | 9.0 | -4.9% | -3.6%
CN(C)C(=O)CCc1ccc2c3c([nH]c2c1)[C@]1(CCC2CCCC2)[C@@H](C(=O)N2CCOCC2)C[C@H](CC(=O)NCCC2=CCCCC2)C(=O)N1CC3 | -30.0% | 0.0 | -27.5% | . | . | . | . | -0.5% | 6.4%
O=C(Nc1ccc(Cl)c(Cl)c1)OCc1cnc(Cl)s1 | -18.3% | -3.2 | 7.4% | 1.5 | -0.8 | -0.4 | -12.3 | -8.6%[57.1 µM] | 14.1%[57.1 µM]
CC(Sc1nnc(-c2cccs2)n1N)C(=O)NCC1CCCO1 (configuration not stated) | -18.2% | 0.3 | 1.5% | 7.1 | . | 0.4 | . | -3.4% | 5.6%
COc1cccc(OC)c1C(=O)N1CCN(Cc2ccccc2C)CC1 | -17.8% | -6.0 | 1.6% | 0.1 | 0.1 | 0.1 | 2.2 | 1.7%[57.1 µM] | 0.9%[57.1 µM]
CC1CCc2c(sc(NC(=O)COC(=O)c3ccc(NC(=O)CC#N)cc3)c2C#N)C1 (configuration not stated) | 1.2% | 1.8 | -1.7% | -1.0 | -0.4 | -0.3 | -8.7 | -0.8%[57.1 µM] | 10.8%[57.1 µM]
C#CCOC(=O)/C(=C/C=C/c1ccccc1)NC(=O)c1ccccc1 | -18.3% | -2.3 | -2.3% | -6.6 | 0.1 | 0.0 | 2.5 | -11.6% | 0.7%
COc1cc(C(=O)NCC(c2ccco2)S(=O)(=O)c2cccs2)cc(OC)c1OC (configuration not stated) | 1.5% | 2.8 | 9.5% | 0.7 | 1.1 | 0.1 | . | 0.0%[57.1 µM] | -30.4%[57.1 µM]
CCC1=C(c2ccc(C)cc2)S(=O)(=O)N=C1N1CCC(C(=O)NCCCN2CCCCC2C)CC1 (configuration not stated) | -14.3% | 2.0 | 2.1% | 1.6 | -0.5 | 0.1 | -7.4 | -1.1% | 22.0%
Cn1sc(NC(=O)c2ccc(Cl)cc2)nc1=O | 0.4% | 3.6 | 17.0% | 21.0 | 2.5 | 0.2 | -1.9 | 1.0% | 17.4%

The results go on:
SMILES | USP1-UAF1 inh | PI4K2A inh | IDH1 R132H inh | TRHR enhancer | D2 agonist | TRHR ag | D2 antagonist | TrxR1 substrate | TrxR1 inh
CC(Oc1ccc(Cl)cc1Cl)C(=O)NC1CCSC1=O (configuration not stated) | -16.1% | 5.9 | 5.3% | -1.1 | 0.6 | -0.8 | -11.6 | -9.6% | -2.2%
CCOC(=O)C1CCN(S(=O)(=O)c2ccc(Cl)s2)CC1 | -13.2% | 1.2 | -5.7% | -0.6 | 1.5 | -0.2 | 6.2 | -8.7% | -7.4%
O=C(COC(=O)c1cc2ccccc2cc1O)c1ccccc1 | -11.9% | 1.4 | 0.3% | -2.5 | 0.4 | 0.9 | -9.8 | 7.8% | 18.3%
Cc1cc(Oc2ccccc2)nc(NCc2ccccc2)n1 | -14.3% | -1.8 | -0.6% | -11.3 | -0.4 | 0.1 | 4.0 | -0.1% | 6.8%
O=C(CCC1CCCN(C(=O)Cc2ccc(F)cc2)C1)N1CCN(c2ccccn2)CC1 (configuration not stated) | -15.3% | -0.8 | 3.0% | -10.6 | 0.4 | -0.2 | -9.9 | 2.2%[57.1 µM] | 11.7%[57.1 µM]
CC1CCCN(c2nc3nonc3nc2N2CCCC(C)C2)C1 (configuration not stated) | -10.3% | 3.5 | 1.5% | -0.4 | . | -0.8 | . | -7.5% | -7.6%
CC1CN(CCOCCOc2ccccc2-c2ccccc2)CC(C)O1 (configuration not stated) | -14.7% | 3.2 | 12.7% | 5.8 | . | -0.4 | . | -5.4% | 11.3%
c1ccc(OCc2cc(-c3ccccc3)no2)cc1 | -15.4% | 2.7 | -0.4% | -2.6 | 0.3 | 0.4 | 3.4 | -4.5% | 0.1%
CSc1cc(-c2ccc(Cl)cc2)[nH]c(=O)c1C#N | -6.8% | 5.3 | -6.6% | 1.3 | -0.2 | 0.0 | 3.4 | 15.6% | 13.7%
N#CC1=C(N)Oc2cc(O)c(Cl)cc2C1c1cccnc1 (configuration not stated) | -13.0% | -2.6 | -2.8% | -1.1 | 14.0 | 64.5* | -3.2 | 2.0% | ?
CC(=O)C(Sc1nc(-c2ccccc2Cl)nc2c1c(=O)n(C)c(=O)n2C)C(=O)N(C)C (configuration not stated) | -23.5% | -4.5 | 13.9% | -6.5 | -0.9 | -0.3 | . | 3.5%[57.1 µM] | 16.9%[57.1 µM]
Cc1nonc1C1CCCN1C(=O)c1cc(COc2ccc(F)cc2Cl)on1 (configuration not stated) | -21.5% | -2.8 | 0.7% | 3.2 | -0.9 | 0.1 | -16.3 | 2.3% | 22.7%
Cc1ccc(NS(=O)(=O)c2ccc(N/N=C/c3ccncc3)c([N+](=O)[O-])c2)c(C)c1 | -5.1% | -1.6 | 1.8% | 4.0 | . | -0.1 | . | 0.4% | 8.9%
CCOc1ccc(NC(=O)c2cn3c4c(ccc(Cl)c4c2=O)OC(C)C3)cc1 (configuration not stated) | -13.3% | 1.5 | -13.8% | -1.2 | . | 0.6 | . | -1.2% | 21.1%
CCCCCN(C(=O)NC(=O)NC(C)CC)S(C)(=O)=O (configuration not stated) | -21.8% | -3.3 | 0.7% | -7.2 | -1.0 | 0.3 | -1.2 | -3.7% | 19.4%
COC(=O)c1ccc(CNC(=O)c2ccc3c(c2)OCCO3)cc1 | -8.6% | -1.4 | -7.5% | -2.4 | -1.7 | -0.8 | -7.9 | -5.1%[57.1 µM] | -8.1%[57.1 µM]
CCOC(=O)c1sc(NC(=O)c2nc(SCC)ncc2Cl)c(C(=O)OCC)c1C | ? | -1.2 | 18.3% | 7.5 | . | 0.8 | . | 1.3% | 21.2%
Cc1cc(NC(=O)C2CCN(S(=O)(=O)c3c(C)noc3C)CC2)ccc1Br | -3.8%&-31.8% | 0.5&-4.9 | 2.3%&-11.0% | -0.8&-3.8 | -1.7&-1.7 | -0.9&0.4 | 28.9 | -1.4%&-3.1% | -0.6%&8.5%

Quoted at random: two entries already listed.
SMILES | USP1-UAF1 inh | PI4K2A inh | IDH1 R132H inh | TRHR enhancer | D2 agonist | TRHR ag | D2 antagonist | TrxR1 substrate | TrxR1 inh
Cc1ccc(NS(=O)(=O)c2ccc(N/N=C/c3ccncc3)c([N+](=O)[O-])c2)c(C)c1 | -5.1% | -1.6 | 1.8% | 4.0 | . | -0.1 | . | 0.4% | 8.9%
CC1CCCN(c2nc3nonc3nc2N2CCCC(C)C2)C1 (configuration not stated) | -10.3% | 3.5 | 1.5% | -0.4 | . | -0.8 | . | -7.5% | -7.6%

Source: PubChem
